Assay outcomes: PubChem BioAssay, several laboratories
HT1080 cytotoxicity = cytotoxicity in HT1080 fibrosarcoma cells, cell-based, fluorescence readout (AID 620) | HT1080 viability, fluorescence; higher % means a stronger effect | one-dose cytotoxicity, % at 10 µM; EC50 in µM for titrated hits | 87,000 compounds, 0.42% hits;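 further: cells exposed to compound overnight then 4 h with Alamar Blue; 0% = vehicle DMSO and 100% = killing control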
Alkaline phosphatase = human TNAP enzyme inhibitors, biochemical, luminescent (AID 518); purified TNAP enzyme, luminescent substrate readout; higher % means a stronger effect; 64,000 compounds, 0.09% hits; one-dose inhibition, % at 20 µM; IC50 in µM for titrated hits; Alkaline phosphatase, tissue-nonspecific isozyme (Homo sapiens); in the data active means a potency from the dose series; inactive means the rest, 99 in 100 with inhibition below about 22%;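 further: plate controls were vehicle for no effect and reference inhibitor for full effect; many of its hits are not listed in these tables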
MK inhibit = S. pneumoniae MK inhibitors, primary screen, biochemical, PK/LDH-coupled NADH absorbance | mevalonate kinase [Streptococcus pneumoniae D39] | purified MK, PK/LDH-coupled NADH absorbance 340 nm | inhibition, % at 10 µM | 65,000 compounds, 0.48% hits;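 active means ranked among the strongest by inhibition in the single 10 µM screen, a fixed top-ranked set picked for dose follow-up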; further: no value below 0 was filed
Bfl-1 inhibitors = Bfl-1 inhibitors, primary screen, biochemical, fluorescence polarization, FITC-Bid, mouse (AID 432). Bcl-2-related protein A1 (Mus musculus). FITC-Bid BH3 peptide fluorescence polarization displacement; higher % means a stronger effect. displacement, % at 20 µM, or IC50 in µM where a hit was titrated. 64,000 compounds, 0.02% hits; in the data active means a potency from the dose series; inactive means the rest, 99 in 100 with displacement below about 15%; further: strong numbers were not always called active
HPDE-C7 cytotoxicity = cytotoxicity in HPDE-C7 cells, cell-based, fluorescence, HTS (AID 430). HPDE-C7 pancreatic duct cells viability, fluorescence; higher % means a stronger effect. one-dose cytotoxicity, % at 10 µM; EC50 in µM for titrated hits. 63,000 compounds, 1.8% hits;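 further: cells exposed to compound for 48 hours before viability readout; 0% = vehicle and 100% = reference cytotoxic drug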
Spn DPM-DC inh = S. pneumoniae DPM-DC inhibitors, primary screen, biochemical, PK/LDH-coupled NADH fluorescence. diphosphomevalonate decarboxylase (Streptococcus pneumoniae D39). purified DPM-DC. calls only at 10 µM. 65,000 compounds, 0.49% hits;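 active means the 320 compounds with the highest percent inhibition in the single-dose primary screen, excluding strongly autofluorescent ones, cut at about 32% in these data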;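 further: kinetic rate of NADH fluorescence loss reporting ADP formed by the decarboxylase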
LYP inhibition = LYP phosphatase inhibitors, primary screen, biochemical, DiFMUP fluorescence, recombinant catalytic domain, 10 µM (AID 606); Tyrosine-protein phosphatase non-receptor type 22 (Homo sapiens); recombinant LYP catalytic domain, DiFMUP fluorescence; higher % means a stronger effect; inhibition, % at 10 µM, or IC50 in µM where a hit was titrated; 52,000 tested, under 10 active;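 active means IC50 under 40 µM in the dose-response test; inactive means IC50 of 40 µM or more, or never dose-tested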
Spn PMK inh = S. pneumoniae PMK inhibitors, primary screen, biochemical, mevalonate pathway, pilot trial included; phosphomevalonate kinase (Streptococcus pneumoniae D39); inhibition, % at 10 µM; 65,000 compounds, 0.49% hits; purified PMK, PK/LDH-coupled NADH absorbance 340 nm;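 active means top-ranked compounds by inhibition in the single 10 µM screen, taking a fixed number of the strongest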;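 further: 0% = full reaction with DMSO carrier and 100% = background rate without enzyme reaction; no value below 0 was filed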
KRASV12 cytotoxicity = cytotoxicity in KRAS-transformed pancreatic duct cells, primary screen, cell-based, fluorescence, HTS (AID 431). HPDE-C7K KRASV12 cells, Alamar Blue viability, 48 h; higher % means a stronger effect. one-dose cytotoxicity, % at 10 µM; EC50 in µM for titrated hits. 63,000 compounds, 1.7% hits;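 active means compounds whose percent cytotoxicity in the single-dose primary screen, scaled between solvent and toxic-drug controls, exceeds 50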;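 further: 0% = DMSO solvent wells and 100% = doxorubicin-treated wells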
Spn PMK inh pilot replicates = recorded beside Spn PMK inh, whose call it bears; inhibition, %; measured here: pilot screen replicates
MK inhibit pilot replicates = recorded beside MK inhibit, whose call it bears; inhibition, %; measured here: pilot screen replicates
Spn DPM-DC inh pilot screen % = further read-out of Spn DPM-DC inh, marked with its call; inhibition, %; measured here: pilot screen trials
* hit, by the source's call; i = inactive; . = not tested or not shown. Unless noted, no stated cut-off is given here; in the data, active means cytotoxicity above about 50%; inactive means the rest. The order is random (roughly 3.5% active in at least one column).

molecule	HT1080 cytotoxicity	Alkaline phosphatase	MK inhibit	MK inhibit pilot replicates	Bfl-1 inhibitors	HPDE-C7 cytotoxicity	Spn DPM-DC inh	Spn DPM-DC inh pilot screen %	LYP inhibition	Spn PMK inh	Spn PMK inh pilot replicates	KRASV12 cytotoxicity
CCOC(=O)c1[nH]nc(-c2c(O)cc(C)cc2O)c1-c1csc(C)n1	.	-1.1%	0.0	3.0	2.9%	-11.4%	i	0.5	.	18.0	4.0	15.1%
Cn1c(Cn2c(=O)sc3ccccc32)nnc1SCC(=O)NCc1ccc2c(c1)OCO2	-2.6%	7.9%	4.0	.	9.3%	-6.9%	i	.	-2.3%	0.0	.	2.9%
COc1cccc(C2=CC(c3ccccc3)n3ncnc3N2)c1 (centres undefined)	-2.6%	14.9%	1.0	.	-0.4%	-8.0%	i	.	8.7%	10.0	.	-10.9%
O=S(=O)(c1ccc(N2CC=C(c3ccccc3)CC2)nc1)N1CCCC1	-3.2%	3.9%	3.0	.	-4.7%	.	i	.	3.0%	18.0	.	.
O=C(OCC(=O)N1CCCc2ccccc21)C1CCN(S(=O)(=O)c2cccs2)CC1	-3.4%	1.8%	0.0	.	-0.8%	1.0%	i	.	-1.8%	6.0	.	2.9%
Cn1cccc1Cc1nnc(SCC(=O)N2CCOCC2)n1CCc1ccccc1	-9.6%	1.0%	11.0	.	4.7%	-5.6%	i	.	-3.6%	4.0	.	5.8%
COC(=O)c1ccc(Nc2cc(C)nc3ncnn23)cc1	8.8%	6.5%	6.0	.	1.6%	7.1%	i	.	11.3%	12.0	.	3.4%
CCOc1ccc(OCC)c(S(=O)(=O)N2CCCCC2C)c1 (centres undefined)	-21.1%	11.5%	0.0	.	14.4%	-8.3%	i	.	6.6%	12.0	.	-8.9%

Next records:
molecule	HT1080 cytotoxicity	Alkaline phosphatase	MK inhibit	MK inhibit pilot replicates	Bfl-1 inhibitors	HPDE-C7 cytotoxicity	Spn DPM-DC inh	Spn DPM-DC inh pilot screen %	LYP inhibition	Spn PMK inh	Spn PMK inh pilot replicates	KRASV12 cytotoxicity
Cc1ccc2c(c1)[nH]c1c(N3CCN(Cc4ccc5c(c4)OCO5)CC3)ncnc12	23.6%	7.4%	0.0	.	2.6%	-17.1%	i	.	.	1.0	.	9.5%
COc1cc(NC(=O)C2CCCCC2)c(OC)cc1NC(=O)c1ccco1	0.3%	12.4%	9.0	.	-8.9%	0.4%	i	.	-2.1%	9.0	.	-1.7%
COc1cccc(C2(O)CCN(C(=O)c3cccs3)CC2)c1	-1.5%	6.6%	3.0	.	-1.2%	-6.3%	i	.	.	0.0	.	-22.2%
c1ccc(-c2nnc(OCCN3CCOCC3)c3ccccc23)cc1	2.5%	16.5%	0.0	0.0	3.9%	-16.7%	i	0.0	.	0.0	0.0	2.5%
O=C(Nn1cnnc1)c1cc2c(s1)CCCCC2	.	4.8%	14.0	.	1.1%	-11.4%	i	.	25.1%	9.0	.	-0.4%
COC(=O)c1ccc(C(=O)OC)c(NC(=O)COC(=O)C23CC4CC(CC(O)(C4)C2)C3)c1	-5.6%	4.1%	0.0	.	-0.4%	-4.5%	i	.	3.7%	12.0	.	1.6%
CCN1CCN(Cc2ccc(NC(=O)Nc3ccccc3OC)cc2)CC1	5.6%	-5.6%	12.0	.	2.9%	0.4%	i	.	8.5%	0.0	.	-0.3%
O=S(=O)(c1cccc(-c2cn3cc(Cl)ccc3n2)c1)N1CCOCC1	4.5%	1.6%	0.0	.	1.8%	-10.1%	i	.	-13.6%	11.0	.	-20.7%

Remaining list, next part
molecule	HT1080 cytotoxicity	Alkaline phosphatase	MK inhibit	MK inhibit pilot replicates	Bfl-1 inhibitors	HPDE-C7 cytotoxicity	Spn DPM-DC inh	Spn DPM-DC inh pilot screen %	LYP inhibition	Spn PMK inh	Spn PMK inh pilot replicates	KRASV12 cytotoxicity
CCOC(=O)c1cnn(-c2ncnc3c2cnn3Cc2ccccc2)c1N	13.6%	3.4%	5.0	0.0	2.1%	4.0%	i	0.5	10.7%	3.0	4.0	10.8%
CCOc1cc(C(C#N)N2CCOCC2)ccc1OC (centres undefined)	4.5%	8.1%	3.0	.	-2.4%	-1.1%	i	.	14.5%	6.0	.	-5.3%
O=C(CSc1nnc(-c2ccco2)n1CC1CCCO1)NC1CCCC1 (centres undefined)	-0.8%	8.5%	1.0	0.0	-1.6%	-13.6%	i	2.0	1.6%	6.0	0.0	-8.1%
c1ccc(-n2cnnc2SCc2cn3ccsc3n2)cc1	-14.0%	11.0%	10.0	.	-9.2%	-9.3%	i	.	6.7%	3.0	.	-8.2%
COc1ccc2c(c1)CCCN2C(N)=O	7.0%	4.0%	1.0	.	0.2%	2.5%	i	.	0.6%	0.0	.	-5.2%
CC(=O)C1=C(C)Nc2ncnn2C1c1ccccc1OCc1ccccc1 (centres undefined)	.	11.9%	3.0	.	4.0%	-3.8%	i	.	7.5%	0.0	.	5.2%
COc1ccccc1S(=O)(=O)Cc1ccc(C(=O)NCCN2CCCCCC2)o1	-2.8%	7.5%	1.0	0.5	2.8%	2.6%	i	6.5	-4.7%	11.0	4.5	1.4%
CCCc1cc(-c2n[nH]c(C)c2-c2ccc(C(=O)OCC)o2)c(O)cc1O	22.3%	-38.2%	8.0	3.0	-0.3%	39.9%	i	3.5	-1.0%	0.0	1.0	48.8%

Going on with the list:
molecule	HT1080 cytotoxicity	Alkaline phosphatase	MK inhibit	MK inhibit pilot replicates	Bfl-1 inhibitors	HPDE-C7 cytotoxicity	Spn DPM-DC inh	Spn DPM-DC inh pilot screen %	LYP inhibition	Spn PMK inh	Spn PMK inh pilot replicates	KRASV12 cytotoxicity
CN(C)Cc1c(C#N)c2ccccc2n1C	28.3%	7.8%	7.0	.	-7.6%	-17.4%	i	.	.	8.0	.	-10.4%
O=C(NCc1ccco1)c1ccccc1Nc1ccc(F)cc1	0.9%	14.7%	7.0	0.0	5.3%	-6.2%	i	1.0	0.0%	0.0	4.0	-8.3%
CN(C)c1ccc(/C=c2\sc3n(c2=O)CCCN=3)cc1	16.0%	20.3%	2.0	.	-36.6%	-10.8%	i	.	-3.3%	0.0	.	-5.7%
CCOCCCNC(=O)c1cn(CC(C)C)c(=O)c2cc(OC)c(OC)cc12	1.9%	18.0%	0.0	.	0.9%	-1.5%	i	.	8.4%	0.0	.	1.9%
Cc1nc2ccc(NC(=O)N3CCOCC3)cc2s1	10.1%	7.0%	7.0	1.0	4.8%	-27.0%	i	1.0	6.6%	5.0	0.0	-19.1%
O=c1[nH]nc2n1CCCCC2	23.7%	12.0%	7.0	.	-1.3%	7.6%	i	.	9.3%	1.0	.	-2.2%
COC(=O)C(C)N(C#N)c1nc(C)nc(C)n1 (centres undefined)	-9.0%	1.6%	11.0	.	-5.3%	0.0%	i	.	-6.1%	8.0	.	-11.4%
COc1cc(-c2nnc(SCc3ccccc3Cl)o2)cc(OC)c1OC	-11.3%	17.0%	1.0	.	-6.6%	8.2%	i	.	13.7%	9.0	.	6.6%

(list continues)
molecule	HT1080 cytotoxicity	Alkaline phosphatase	MK inhibit	MK inhibit pilot replicates	Bfl-1 inhibitors	HPDE-C7 cytotoxicity	Spn DPM-DC inh	Spn DPM-DC inh pilot screen %	LYP inhibition	Spn PMK inh	Spn PMK inh pilot replicates	KRASV12 cytotoxicity
COc1ccc(OC)c2[nH]c(=O)c(CCNC(=O)CC(C)C)cc12	9.2%	5.7%	0.0	0.0	3.5%	-6.9%	i	0.5	-0.6%	11.0	3.0	-6.6%
Cc1nc(C)n(CC(O)COc2ccc3c(c2)CCC3)n1 (centres undefined)	3.5%	4.9%	8.0	.	1.1%	.	i	.	-1.5%	2.0	.	.
Cc1cc(NC(NC(=O)c2ccco2)(C(F)(F)F)C(F)(F)F)no1	17.7%	1.3%	7.0	.	-7.3%	2.2%	i	.	11.8%	10.0	.	-0.4%
CCOc1ccc(-c2noc(CCC(N)=O)n2)cc1OCC	-5.3%	4.4%	9.0	.	-5.1%	0.1%	i	.	-2.6%	8.0	.	3.1%
Cc1ccc(S(=O)(=O)NCC(=O)NC2CCCC2)cc1	1.5%	8.2%	0.0	.	-3.0%	-7.5%	i	.	.	18.0	.	3.4%
CCCOc1nc2c(c(=O)n(C)c(=O)n2C)n1Cc1cccc2ccccc12	-1.7%	7.9%	8.0	.	-3.3%	-4.7%	i	.	.	1.0	.	2.6%
O=C(CSc1nnc(-c2ccc(Cl)cc2)o1)N1CCN(c2ccccc2)CC1	2.5%	14.5%	6.0	.	2.9%	8.0%	i	.	9.0%	16.0	.	5.7%
O=C1NC(c2ccccc2)C(C(=O)c2cccs2)C(O)(C(F)(F)F)N1 (centres undefined)	20.0%	13.1%	4.0	.	-3.9%	7.0%	i	.	-3.7%	10.0	.	8.5%

Other entries.
molecule	HT1080 cytotoxicity	Alkaline phosphatase	MK inhibit	MK inhibit pilot replicates	Bfl-1 inhibitors	HPDE-C7 cytotoxicity	Spn DPM-DC inh	Spn DPM-DC inh pilot screen %	LYP inhibition	Spn PMK inh	Spn PMK inh pilot replicates	KRASV12 cytotoxicity
CN1CCN(Cc2nc3c(c(=O)n(C)c(=O)n3C)n2CCc2ccccc2)CC1	-0.3%	6.8%	8.0	.	0.3%	-9.7%	i	.	-11.2%	4.0	.	4.9%
CN1CCN2c3ccccc3Cc3ccccc3C2C1 (centres undefined)	-9.3%	15.5%	6.0	0.0	2.8%	-10.9%	i	1.0	17.8%	3.0	6.0	4.9%
Brc1ccc(-c2nnc3sc(CN4CCC5(CC4)OCCO5)cn23)cc1	-0.4%	18.0%	7.0	0.5	-4.0%	-11.8%	i	1.0	.	10.0	6.0	-4.8%
O=C(c1sc2ccccc2c1Cl)N(Cc1cccs1)C1CCS(=O)(=O)C1 (centres undefined)	3.3%	12.6%	7.0	1.0	-9.3%	9.6%	i	0.0	-2.0%	0.0	0.0	9.1%
CCn1c(SCC(=O)N2CCOCC2)nc2oc3c(Cl)cc(Cl)cc3c(=O)c2c1=O	26.6%	8.9%	0.0	.	36.7%	.	i	.	5.1%	4.0	.	.
CCCC(c1nnnn1Cc1ccc(OC)cc1)N1CCC(C(N)=O)CC1 (centres undefined)	-5.9%	5.7%	5.0	.	-13.5%	-13.2%	i	.	11.5%	8.0	.	-2.8%
CC(C)(C)c1nc(CN2CCCCC2)cc(CN2CCCCC2)c1O	4.2%	5.4%	2.0	.	-4.3%	-2.1%	i	.	.	9.0	.	-16.6%
